Source: PubChem BioAssay (ICCB-Longwood Screening Facility, Harvard Medical School)
Polio RdRp inh: poliovirus RNA polymerase inhibition. P03300. % elongation, % (compound at 16.7 µg/mL). actives 0.66% (n = 150,000). poliovirus polymerase elongation, fluorescence polarization; active compounds read low; in the data active means % elongation below about 90%; further: some results filed as inactive read as strong as hits
Target sequence (P03300 1749-2209 limits assumed): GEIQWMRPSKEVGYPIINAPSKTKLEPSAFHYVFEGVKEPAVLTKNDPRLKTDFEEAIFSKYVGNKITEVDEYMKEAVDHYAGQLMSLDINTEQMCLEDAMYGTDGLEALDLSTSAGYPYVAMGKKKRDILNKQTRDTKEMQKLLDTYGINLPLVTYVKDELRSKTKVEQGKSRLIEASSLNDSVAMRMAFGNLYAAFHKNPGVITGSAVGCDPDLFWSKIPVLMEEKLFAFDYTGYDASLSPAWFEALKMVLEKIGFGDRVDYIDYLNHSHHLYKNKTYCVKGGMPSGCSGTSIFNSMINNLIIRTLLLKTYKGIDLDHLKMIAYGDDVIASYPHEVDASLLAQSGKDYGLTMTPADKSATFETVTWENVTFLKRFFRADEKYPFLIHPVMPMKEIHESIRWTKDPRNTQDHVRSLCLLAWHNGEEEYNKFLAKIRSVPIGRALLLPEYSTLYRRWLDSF
Polio RdRp inh FP z-score: recorded beside Polio RdRp inh, whose call it bears; z-score; measured here: FP z-score; hits read low
Active calls of the source: *.

SMILES	Polio RdRp inh	Polio RdRp inh FP z-score
CCCc1cc(-c2[nH]ncc2-c2ccc(C(=O)NN)o2)c(O)cc1O	104	0.3
COc1ccc(N2CCN(C(=O)c3cc4sccc4n3Cc3ccccc3)CC2)cc1	103	0.1
Cc1ccc(CN2CCCn3nc(C(=O)NCCc4ccc(Cl)cc4)cc3C2=O)cc1	106	0
CC1CCN(C(=O)COC(=O)c2nccnc2N)CC1	97	-0.9
COc1ccc(NC(=O)c2nc(S(=O)(=O)Cc3ccc(C)cc3)ncc2Cl)cc1	110	0.5
CC(C)(C)C(=O)Cn1cnc2ccccc2c1=O	100	-0.8
CC1CCN(CC(=O)C(C#N)c2ccccc2)CC1 (stereo unspecified)	106	1.6
CCc1ccc(NC(=O)CSc2nc3n[nH]c(C)c3c(=N)n2-c2ccccc2C)cc1	108	0.7
COc1cccc2cc(-c3nc(-c4cccs4)no3)c(=O)oc12	101	-1.2
Cc1ccc(C)c(N2CCN(c3cc(C)nc4c(-c5ccc(Cl)cc5)c(C)nn34)CC2)c1	109	0.8
Cc1sc2ncnc(Nc3ccc(CN4CCOCC4)cc3)c2c1C	104	0.5
O=c1cc(CO)oc(CN2CCC(Cc3ccccc3)CC2)c1O	110	1
N#Cc1ccccc1Sc1ccccc1C(=O)NC(Cc1ccccc1)C(N)=O (stereo unspecified)	103	-0.2
Cc1ccc(NC(=S)NCCCN2CCN(c3cc(Cl)ccc3C)CC2)c(Cl)c1	103	0.4
Cc1ccc(NC(=O)c2ccc3[nH]c(C)cc(=O)c3c2)cc1	101	-1
Cc1c(Cc2ccccc2)c(=O)oc2cc(OC(C)C)ccc12	101	-0.1
Cc1ccc(N(C)C(=O)Cn2c(=O)oc3cc(S(=O)(=O)N4CC(C)CC(C)C4)ccc32)cc1 (stereo unspecified)	102	0.7
CCCCC1CCC(c2ccc(C(=O)O)cc2)CC1 (stereo unspecified)	101	0
COc1ccc(Cl)cc1NC(=O)Cn1c(=O)n(Cc2ccc(F)cc2)c(=O)c2cccnc21	107	1
N#Cc1c(-n2ncnc2-c2ccc(F)cc2)sc2c1CCCCC2	108	0.7
COc1cccc(CCNC(=O)C2CCCN(c3ncnc4c3nc3n4CCCCC3)C2)c1OC (stereo unspecified)	103	0.3
CCc1ccccc1NC(=O)Nc1cnccn1	103	0.6
CC(=O)Nc1cccc(NC(=O)CSc2nccn2Cc2ccco2)c1	108	0.1
O=C(Nc1ccc(Cl)cc1)N1CCN(c2ccc3nnc(-c4ccc(F)cc4)n3n2)CC1	104	-0.2
c1ccc2c(-c3csc(-c4ccncc4)n3)c[nH]c2c1	115	1.9
SMILES	Polio RdRp inh	Polio RdRp inh FP z-score
O=C(Nc1ccc(N2CCOCC2)c(C(=O)O)c1)c1ccc(Br)cc1	114	1.6
CCOc1cc(CNC(=O)c2ccc3c(c2)NC(=O)C2CCCCN32)cc(OCC)c1OCC (stereo unspecified)	111	1.1
CCC(=O)Nc1cc(-c2nc3ccccc3s2)c(Cl)cc1Cl	109	1
COc1ccccc1NC(=O)Cn1ccn(-c2cc(C)cc(C)c2)c(=O)c1=O	112	1.1
CCN(CC)S(=O)(=O)c1ccc2c(c1)N(CC(=O)NCc1ccc(F)cc1)C(=O)CO2	106	0.3
Cc1cccc(N=C2NN=C(c3cc(C)n(C)c3C)CS2)c1C	106	0.2
COc1ccc(OC)c(CNCc2c(C(=O)O)n(Cc3ccccc3)c3cc(OC)ccc23)c1	110	0.6
O=C(NCc1ccccc1)Nc1ccc(Cl)cc1	99	0
CCn1c2ccccc2c2cc(NC(=O)CO)ccc21	102	0
CC(Sc1nc2c(c(=O)[nH]1)CCCC2)C(=O)Nc1cc(C(F)(F)F)ccc1Cl (stereo unspecified)	106	-0.2
COc1cccc(/C=N/N=C(N)N)c1O	101	0
Cc1ccccc1N(C)C(=O)c1coc(=O)c2ccccc12	103	1.8
NNC(=O)c1ccc[nH]1	100	-0.7
CCOc1ccc(NC(=O)COC(=O)CC2CCCCC2)cc1	101	-0.3
O=C(/C=C/c1ccccc1)Nc1cc(-c2nc3cc(Cl)ccc3o2)ccc1Cl	107	0.8
COc1ccccc1CNc1ccc(-c2nc(-c3ccccc3C)no2)cc1[N+](=O)[O-]	106	-0.4
Cc1ccc(-c2nc3c4ccccc4n(Cc4cccc(Cl)c4)c(=O)n3n2)cc1	109	0.5
O=C(Cn1c(-c2cccs2)cc2ccccc21)NCc1ccccc1Br	103	-1
O=C(NC1CCCC1)C1C2C=CC(C2)C1C(=O)N1CCOCC1 (stereo unspecified)	102	-0.1
COc1cc(Cl)c(C)cc1NC(=O)c1cc(CN2CCOCC2)on1	105	-0.4
COc1ccc(C2C(C(N)=O)=C(C)Nc3nc(-c4ccccc4Cl)nn32)cc1 (stereo unspecified)	110	1.4
N/C(=N/c1nc2ccccc2o1)NC(=O)C(Cc1ccccc1)N1C(=O)c2ccccc2C1=O (stereo unspecified)	102	-0.1
COc1cc(C2NCCS2)cc(OC)c1OC (stereo unspecified)	102	0.3
COC(=O)c1c(N)sc(Cc2ccccc2)c1C	99	-0.3
CCCCN(CCCNC(=O)CN1N=C(c2ccc(C)cc2)CCC1=O)c1ccccc1	101	-2.3
SMILES	Polio RdRp inh	Polio RdRp inh FP z-score
CCOc1ccc(S(=O)(=O)NCc2ccncc2)cc1C(C)C	101	-0.3
CCOC(=O)C1C2CCC(C2)N1S(C)(=O)=O (stereo unspecified)	106	0.5
CCS(=O)(=O)Nc1ccc(C(=O)N(C)Cc2ccccc2)cc1	99	-1.1
O=C(C1CCC1)N(c1nccs1)C1CCCCC1	102	0.1
CC(C)CC(NC(=O)C1CCCCC1)C(=O)NC1CCC(C)CC1 (stereo unspecified)	102	0.3
COC(=O)CSc1nsc(SCC(=O)OC)c1C#N	101	-0.1
Cc1c(CCC(=O)O)c(=O)oc2cc3oc4c(c3cc12)CCCC4	101	-0.4
COc1ccc(C(=O)OCC(=O)c2cc(OC)ccc2OC)cc1	100	-0.4
Cc1cc(OCCCC(=O)NC2=NCCS2)ccc1Cl	106	0.4
CCOc1ccc2nc(/N=C/c3ccccc3O)sc2c1	102	0
CCN(CC)CCNC(=O)c1cc2c(-c3cccc(OC)c3)nn(C)c2s1	83*	-3.1*
CC(C)c1ccc(NC(=O)Cn2nnc(C(=O)NCc3cccs3)c2N)cc1	108	-0.3
Cc1ccc2oc(=O)c3cnn(CC(=O)N4CCCCC4)c3c2c1	102	0.2
Fc1ccc2nc(Nc3nnc(-c4ccco4)o3)sc2c1	100	-0.6
O=C(c1ccc(-n2nc(C(F)(F)F)c3c2-c2ccoc2CC3)cc1)N1CCc2ccccc21	99	-0.7
O=C(Nc1ccc(Cl)cn1)c1cccc(S(=O)(=O)N2CCCCCC2)c1	103	0.4
O=C(OCC1COc2ccccc2O1)c1ccc(Br)cc1 (stereo unspecified)	104	0.5
COc1cc(C2CC(=O)c3cnc(N4CCN(CCO)CC4)nc3C2)cc(OC)c1OC (stereo unspecified)	103	-0.6
CCOc1ccccc1CNC(=O)CCCN1C(=O)c2cccnc2Oc2ccc(Cl)cc21	111	1
Cc1nn(-c2ccccc2)c2c1N(C(=O)CCC(=O)NC1CCCCCC1)CCS2	101	0.2
Brc1cccc(CN2CCN(Cc3cccc(Br)c3)CC2)c1	99	-0.7
Cc1nn(-c2ccccc2)c2nc(-c3ccccc3)cc(C(=O)N3CCOCC3)c12	102	-0.1
COc1ccc(CN(C(=O)Nc2ccccc2)C2CC2)cc1	101	-0.1
CCOc1cc(CNCCSc2nnnn2-c2ccccc2)cc(Cl)c1OC	107	0
O=C(COCC(=O)N1CCCC1)N1CCCC1	99	-0.8
SMILES	Polio RdRp inh	Polio RdRp inh FP z-score
COc1ccc(Cl)cc1NC(=O)Cn1cnc2c1c(=O)n(C)c(=O)n2C	105	0.3
Cc1cc(OCc2ccc(/C=C(/C#N)S(=O)(=O)c3ccccc3)o2)ccc1Cl	102	0.4
CCCOCC(O)CN1CCCCC1 (stereo unspecified)	99	-0.6
CCCCNC(=O)C(CC)Sc1nnc(-c2cccc(F)c2)c(-c2cccc(F)c2)n1 (stereo unspecified)	110	0.8
Cc1nc2nc(CN)nn2c(C)c1CCC(=O)NCC1CCN(Cc2ccc(F)cc2)CC1	103	0.4
CC1CC2c3cccc(C(=O)O)c3C(=O)N2c2ccc(F)cc21 (stereo unspecified)	102	0.3
CCC(C)NC(=O)c1cc(-c2cccc(OC)c2)no1 (stereo unspecified)	102	0.2
CC(Oc1ccc(Br)cc1)C(=O)NN (stereo unspecified)	102	0.1
CCOC(=O)C(C)Nc1n[nH]c(=O)[nH]c1=O (stereo unspecified)	101	-0.1
C=C(C)CNC(=S)NN	83*	-1.3*
Cc1ccc2c(c1)c1nc3ccccc3nc1n2CC(=O)OC(C)C	103	0.3
C/S(=N\S(=O)(=O)c1cccc2nonc12)c1ccc(C(F)(F)F)cn1 (stereo unspecified)	102	-0.1
CC(=O)Nc1ccc(S(=O)(=O)NCC2CCC(C(=O)NC(C)c3ccc4c(c3)OCCO4)CC2)cc1 (stereo unspecified)	100	-0.1
CC(C)(C)c1ccc(-c2nc3ccccc3s2)cc1	104	0.2
O=C(NCc1ccc(Cl)cc1)C1CCCN(c2nc3ccccc3n3cccc23)C1 (stereo unspecified)	116	1.7
Cn1c(CNS(=O)(=O)c2ccc3c(c2)OCCO3)nnc1SCc1cccnc1	101	-0.4
CCOc1ccc(N=c2scc(-c3ccc4c(c3)NC(=O)CO4)n2C2CC2)cc1	101	-0.2
CCC(C)NC(=O)CSc1nc2cc3c(cc2c(=O)n1CCCCCC(=O)NCc1ccc2c(c1)OCO2)OCO3 (stereo unspecified)	102	-0.9
CCOc1ccccc1NC(=O)C1CCCN(S(=O)(=O)c2c(C)[nH]c(=O)[nH]c2=O)C1 (stereo unspecified)	102	-1
CCCCN1C2CCCC1CC(NC(=O)C1CCCCC1)C2 (stereo unspecified)	105	1.2
CC(C)CCNCc1c(C(=O)O)n(Cc2ccccc2)c2ccccc12	103	0.5
Cc1ccc(C)n1CC(N)=O	99	-0.4
COc1ccc(Nc2oc(/C=C/c3ccccc3OC)nc2C#N)cc1	106	-0.5
Cc1ccc(-c2nn(-c3ccccc3)cc2C(=O)N2CCOCC2)cc1	107	0.7
C/C(=C\C(=O)c1ccc(Cl)cc1)N1CCOCC1	103	0.8
SMILES	Polio RdRp inh	Polio RdRp inh FP z-score
O=C(O)CCn1c2ccccc2c2cn[nH]c(=O)c21	105	1.1
COc1ccc(CCNC(=O)c2cc(C)nc3c2c(C)nn3-c2ccc(C)cc2)cc1OC	110	0.4
Cn1c(=O)c2c(nc(Oc3ccc(C#N)cc3)n2Cc2ccc(Cl)cc2Cl)n(C)c1=O	109	0.4
CSCc1ccc(C(=O)N2CCN(C(=O)c3ccccc3)CC2)cc1	100	0
COc1ccccc1OCC(O)CN (stereo unspecified)	100	-0.4
COc1ccc2oc(=N)c(C(N)=O)cc2c1	101	0
Cc1cc(C)n(-c2nc(NC(C)C)nc(NC(C)(C)C)n2)n1	100	-0.8
O=C(Nc1ccccc1OC(F)F)c1ccccc1	101	0.5
O=C(O)CCCn1cnc2ccccc2c1=O	101	-0.1
CC1CN=C(N(C)C(=O)Nc2cccc(Cl)c2)S1 (stereo unspecified)	98	-0.5
N#CCCn1cc(C2CC(c3ccccc3)=NNC2=O)c2ccccc21 (stereo unspecified)	100	-0.2
Cc1ccccc1NC(=O)c1c(NC(=O)c2ccccc2F)sc2c1CCC(C)C2 (stereo unspecified)	108	1
CCCc1cnc(N2CCN(CC(=O)Nc3ccc4c(c3)OCCO4)CC2)nc1	105	1
CCc1ccc(NC(=O)Cc2cn(C)c3ccccc23)cc1	102	0
Cc1cc(C)nc(-n2ncc(Cl)c(Cl)c2=O)n1	104	0
CCOc1ccc(-c2nc(Cn3c(=O)cc(-c4ccccc4)c4c(C)nn(C)c43)c(C)o2)cc1OC	109	0.6
O=C(COC(=O)c1cccc(S(=O)(=O)NCc2ccco2)c1)Nc1ccccc1	102	-0.1

23 successive entries already listed, for reference:
SMILES	Polio RdRp inh	Polio RdRp inh FP z-score
CCOc1ccc(N=c2scc(-c3ccc4c(c3)NC(=O)CO4)n2C2CC2)cc1	101	-0.2
CCC(C)NC(=O)CSc1nc2cc3c(cc2c(=O)n1CCCCCC(=O)NCc1ccc2c(c1)OCO2)OCO3 (stereo unspecified)	102	-0.9
CCOc1ccccc1NC(=O)C1CCCN(S(=O)(=O)c2c(C)[nH]c(=O)[nH]c2=O)C1 (stereo unspecified)	102	-1
CCCCN1C2CCCC1CC(NC(=O)C1CCCCC1)C2 (stereo unspecified)	105	1.2
CC(C)CCNCc1c(C(=O)O)n(Cc2ccccc2)c2ccccc12	103	0.5
Cc1ccc(C)n1CC(N)=O	99	-0.4
COc1ccc(Nc2oc(/C=C/c3ccccc3OC)nc2C#N)cc1	106	-0.5
Cc1ccc(-c2nn(-c3ccccc3)cc2C(=O)N2CCOCC2)cc1	107	0.7
C/C(=C\C(=O)c1ccc(Cl)cc1)N1CCOCC1	103	0.8
O=C(O)CCn1c2ccccc2c2cn[nH]c(=O)c21	105	1.1
COc1ccc(CCNC(=O)c2cc(C)nc3c2c(C)nn3-c2ccc(C)cc2)cc1OC	110	0.4
Cn1c(=O)c2c(nc(Oc3ccc(C#N)cc3)n2Cc2ccc(Cl)cc2Cl)n(C)c1=O	109	0.4
CSCc1ccc(C(=O)N2CCN(C(=O)c3ccccc3)CC2)cc1	100	0
COc1ccccc1OCC(O)CN (stereo unspecified)	100	-0.4
COc1ccc2oc(=N)c(C(N)=O)cc2c1	101	0
Cc1cc(C)n(-c2nc(NC(C)C)nc(NC(C)(C)C)n2)n1	100	-0.8
O=C(Nc1ccccc1OC(F)F)c1ccccc1	101	0.5
O=C(O)CCCn1cnc2ccccc2c1=O	101	-0.1
CC1CN=C(N(C)C(=O)Nc2cccc(Cl)c2)S1 (stereo unspecified)	98	-0.5
N#CCCn1cc(C2CC(c3ccccc3)=NNC2=O)c2ccccc21 (stereo unspecified)	100	-0.2
Cc1ccccc1NC(=O)c1c(NC(=O)c2ccccc2F)sc2c1CCC(C)C2 (stereo unspecified)	108	1
CCCc1cnc(N2CCN(CC(=O)Nc3ccc4c(c3)OCCO4)CC2)nc1	105	1
CCc1ccc(NC(=O)Cc2cn(C)c3ccccc23)cc1	102	0

This is a subset; count on the stated rates, not on these rows.
